cardiac RTF act: cardiac RTF calcium sensitivity activators, primary screen, biochemical, IANBD-TnC fluorescence, EC20 calcium. IANBD-labeled TnC RTF fluorescence at EC20 calcium; 0% EC20 calcium, 100% full calcium. activation, % at 7.2 µM. 340,000 compounds, 0.24% hits. AID 493008, 2010;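 active = activation above the mean over all tested compounds plus 3 SD, cut at about 30% in these data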;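 note: rise in fluorescence read as greater calcium sensitivity of cardiac thin filaments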
Tat transport: E. coli Tat export inhibitors, primary screen, MC4100, TorA-mCherry reporter, fluorescence, single point; inhibition, % at 10 µM; 340,000 compounds, 0.036% hits; AID 488895, 2010;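 active = mean replicate inhibition at least 50% and at least half of replicates individually reaching 50%; inconclusive = only one of the two criteria met; inactive = neither criterion met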;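 note: exported cargo escapes ClpAP degradation while cytoplasmic cargo is degraded and loses fluorescence; 0% = median of neutral control wells and 100% = median of NaSCN control wells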
CDK5 p35 inh: inhibitors of human CDK5/p35 kinase, primary screen, biochemical, single concentration; Cyclin-dependent kinase 5 (Homo sapiens) + Cyclin-dependent kinase 5 activator 1 (Homo …; Recombinant CDK5/p35, ADP-Glo luminescence, 60 min; inhibition, % at 10 µM; 330,000 compounds, 0.01% hits; AID 488839, 2010;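 active = highest replicate inhibition of at least 50% and at least 75% of replicates reaching 50%; inconclusive = only one of the two criteria met; inactive = both criteria failed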;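 note: plate controls were DMSO neutral control for no effect and GW8510 at 10 µM for full effect; many of its hits are not listed in these tables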
Target sequence (Q00535 whole entry, looked up): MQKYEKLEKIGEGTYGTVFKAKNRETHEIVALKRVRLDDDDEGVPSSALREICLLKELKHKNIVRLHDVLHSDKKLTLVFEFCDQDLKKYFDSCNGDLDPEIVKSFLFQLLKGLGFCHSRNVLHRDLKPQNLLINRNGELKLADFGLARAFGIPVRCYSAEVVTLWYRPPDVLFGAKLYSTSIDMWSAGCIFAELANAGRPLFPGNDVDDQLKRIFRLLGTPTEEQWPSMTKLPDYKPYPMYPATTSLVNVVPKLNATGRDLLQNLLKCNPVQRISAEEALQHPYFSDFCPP
Target sequence (Q15078 whole entry, looked up): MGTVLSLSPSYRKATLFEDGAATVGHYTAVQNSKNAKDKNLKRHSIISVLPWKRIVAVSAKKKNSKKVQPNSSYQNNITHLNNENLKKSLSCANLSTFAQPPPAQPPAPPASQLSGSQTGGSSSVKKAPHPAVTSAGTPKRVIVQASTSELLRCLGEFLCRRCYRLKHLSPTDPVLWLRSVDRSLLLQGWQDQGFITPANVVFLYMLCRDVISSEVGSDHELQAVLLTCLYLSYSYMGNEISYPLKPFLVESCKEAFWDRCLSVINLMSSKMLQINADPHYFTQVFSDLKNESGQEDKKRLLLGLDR
Rtt109 Vps75: inhibitors of C. albicans Rtt109/Vps75 HAT, primary screen, biochemical, ThioGlo CoA-SH fluorescence, plate reader | purified Rtt109/Vps75, 4 h | inhibition, % at 34.9 µM | 330,000 compounds, 0.16% hits | AID 540336, 2011;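 active = inhibition of at least 50% in every replicate; inconclusive = best replicate reaches 50% inhibition but some replicates fall short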
MITF TRPM1 HTS: activators of MITF-driven TRPM1 promoter reporter, primary screen, cell-based, SK-MEL-5, luciferase, single point; SK-MEL-5 TRPM1-promoter luciferase, 24 h; % of positive control, neutral wells = 0; AID 588334, 2011; 300,000 compounds, 0.75% hits; activation, % at 12.5 µM;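 active = mean activation of at least 80% with every replicate also reaching 80%; inconclusive = mean reaches 80% but some replicate falls short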;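 note: 0% = neutral control wells and 100% = parthenolide positive control wells; values of inactives mirror those of a sister screen read the other way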
dFosB act: activators of delta FosB homodimer, primary screen, biochemical, fluorescence polarization, TAMRA-CDK5 oligo, single point; Protein FosB (Mus musculus), P13346; purified delta FosB; percent of positive-control signal above neutral wells; activation, % at 25 µM; 340,000 compounds, 0.99% hits;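 active = mean activation above about 17%, with every replicate also reaching it, limit read from the data, passing the limit was not always enough; inconclusive = only one of the two conditions met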;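 note: fluorescence polarization rise as delta FosB binds a TAMRA Cdk5 AP-1 oligo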
Target sequence (P13346 whole entry, looked up): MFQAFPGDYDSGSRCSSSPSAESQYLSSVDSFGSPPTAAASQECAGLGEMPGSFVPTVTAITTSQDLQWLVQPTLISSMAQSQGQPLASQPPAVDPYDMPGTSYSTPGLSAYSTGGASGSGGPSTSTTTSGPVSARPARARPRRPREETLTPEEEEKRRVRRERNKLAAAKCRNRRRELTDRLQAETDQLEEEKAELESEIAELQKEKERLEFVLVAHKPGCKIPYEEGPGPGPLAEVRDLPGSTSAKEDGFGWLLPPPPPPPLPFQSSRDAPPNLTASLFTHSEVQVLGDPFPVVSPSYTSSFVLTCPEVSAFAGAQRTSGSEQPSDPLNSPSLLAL
CAL PDZ FP-1: CAL PDZ peptide-binding inhibitors, primary screen, biochemical, fluorescence polarization, Cer-tagged CAL PDZ, HTS | Golgi-associated PDZ and coiled-coil motif-containing protein (Homo sapiens), Q9HD26 | purified CAL PDZ, TMR-peptide fluorescence polarization, 1 h | inhibition, % at 20 µM | 330,000 compounds, 0.02% hits | AID 504414, 2011;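 active = highest replicate inhibition of at least 40%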;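 note: plate controls were DMSO neutral control wells for no effect and unlabeled competitor peptide control wells for full effect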
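Assay system – tagged CAL PDZ protein CerCALP, purified · Timing – 1 h at RT · Compound – single point, 20 µM · Measured by – fluorescence polarization from S- and P-plane intensities, G-factor corrected · Evaluation – inhibition from polarization loss · Probe or stimulus – TMR reporter peptide T*-PRC34 · Buffer or medium – pH 7.4 phosphate-saline buffer, reducing agent, detergent, IgG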
CAL PDZ FP-2: untagged CAL PDZ binding inhibitors, primary screen, biochemical, fluorescence polarization, HTS | Golgi-associated PDZ and coiled-coil motif-containing protein (Homo sapiens), Q9HD26 | purified CAL PDZ, TMR-peptide fluorescence polarization, 1 h | inhibition, % at 24.9 µM | 300,000 compounds, 0.92% hits | AID 602252, 2012;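 active = mean inhibition of at least 30% with at least half of replicates also reaching 30%; inconclusive = no clear call, values can overlap the other calls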;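 note: 0% = DMSO neutral control and 100% = excess unlabeled competitor peptide PRC23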
V-ATPase pHluor: regulators of yeast V-ATPase proton pumping, primary screen, pHLuorin cytosolic pH fluorescence; S. cerevisiae; 350,000 compounds, 0.37% hits; AID 504577, 2011; response, % at 10 µM; in the data active = response mostly above about 7.3%, no sharp cut-off; inactive = mostly below about 5.4%; note: actives read high; inactives centre near 0; some compounds called inactive have numbers as strong as hits; reference of the scale not given here
Wnt act: Wnt/beta-catenin pathway activators, primary screen, cell-based, plate reader, single point | Wnt/beta-catenin reporter cell assay, activator | activation, % at 9.35 µM | 300,000 compounds, 1.2% hits; in the data active = activation above about 30%, passing the limit was not always enough; inconclusive = no clear call, values can overlap the other calls;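 note: 0% = neutral control wells and 100% = positive control wells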
The depositor's hits bear a star; ? = inconclusive; nt = not tested or not shown. Outcome played no part in choosing rows; any-hit rate near 4.1%.

SMILES	cardiac RTF act	Tat transport	CDK5 p35 inh	Rtt109 Vps75	MITF TRPM1 HTS	dFosB act	CAL PDZ FP-1	CAL PDZ FP-2	V-ATPase pHluor	Wnt act
O=C(N/N=C/c1ccc(OC(=O)c2ccc([N+](=O)[O-])cc2)cc1)c1cccnc1	-6	1	-4.3	-4	-2	5	-3.6	-4	1	3
COc1ccccc1NS(=O)(=O)c1cc2c3c(c1)CC(=O)N3CCC2	3	3	-0.5	0	1	-4	-1.0	-4	1	-2
Cc1nc([N+](=O)[O-])c(Sc2nc3ccccc3n2C)n1Cc1ccccc1	16	8	-2.4	5	-59	-3	-2.1	-1	-1	nt
O=Cc1cn(-c2ccccc2)nc1-c1cc2ccccc2oc1=O	-2	-7	0.1	-15	-1	-2	0.1	-1	5	nt
Cc1ccc(S(=O)(=O)/N=C/N(C)C)cc1	-4	-14	0.3	0	18	1	-0.8	4	4	nt
COc1ccc(C(=O)Oc2ccc(/C=N/NC(=O)Cc3ccc([N+](=O)[O-])cc3)cc2)cc1	2	3	-1.5	13	-4	-9	-0.3	-2	2	-4
CC(=O)N1CCN(c2ccc(NC(=O)c3ccc4c(c3)OCCO4)cc2)CC1	7	-6	4.9	nt	11	3	-0.8	-2	-2	2
CCC(/C=N/Nc1ccc(S(=O)(=O)N2CCCC2)cc1[N+](=O)[O-])CC	8	-4	1.0	7	-12	-3	-0.4	0	3	-4
Cc1oc2ccc(O)cc2c1C(=O)c1ccc(Cl)cc1	-6	12	-0.6	-2	41	-1	-1.2	-3	-2	26
O=C(c1cc2ccccc2oc1=O)N1CCN(C(=O)C2CCCO2)CC1 (stereo unspecified)	3	-7	-1.7	-3	0	-16	-1.1	-4	0	-1
COc1ccc(-c2cc3n(n2)CCc2nc4ccccc4n2-3)cc1	2	-2	-1.8	9	nt	18*	-7.5	-3	-3	6
Nc1c(-c2ccc(Cl)cc2)cnc2c(-c3ccc(F)cc3)cnn12	-4	-12	0.3	0	111*	7	-0.2	-2	0	46*
COc1ccc(CNC(=O)[C@H](Cc2c[nH]c3ccccc23)NC(=O)[C@@H]2Cc3ccccc3CN2)cc1	10	-6	-1.4	-2	5	1	0.1	6	3	-1
O=C(Cc1c(F)cccc1Cl)Nc1cccnc1	1	-8	-1.9	-8	6	-4	-2.8	-3	-5	3
Cc1onc(C(=O)NCc2cccs2)c1[N+](=O)[O-]	2	7	1.3	9	-1	7	-2.9	-2	2	8
Cn1cc([N+](=O)[O-])c(C(=O)NC2CCCCCC2)n1	-2	0	-0.5	4	0	-5	-1.8	-2	4	2
CN(Cc1ccno1)Cc1cn(Cc2ccccc2)nc1-c1ccc2c(c1)OCO2	8	-5	-0.1	-2	10	-9	-2.0	-2	0	nt
c1ccc(N2CCN(c3ncnc4c3oc3ccccc34)CC2)cc1	4	3	2.9	18	-6	-1	-0.2	-2	0	nt
O=C(O)c1ccc(COc2ccc3ccccc3c2/C=C2/NC(=O)N(Cc3ccc(F)cc3)C2=O)cc1	6	-1	0.3	-2	-15	2	-3.9	-4	2	0
CC1CCN(C(=O)COC(=O)c2ccc(=O)n(Cc3ccccc3)n2)CC1	2	14	-5.8	9	-6	0	-2.0	-7	0	-2
CCCc1ccc(NC(=O)C2CCN(c3cnccn3)CC2)cc1	-2	6	nt	-1	3	-9	-2.6	0	-4	0
CC1CC(C)CN(CCCNC(=O)c2ccc3c(c2)NC(=O)C(N2CCCCC2)S3)C1 (stereo unspecified)	-4	-4	0.8	9	2	-2	-1.9	-2	0	nt
O=C(CN1C(=O)COc2ccccc21)NCCCN1CCN(c2ccccc2F)CC1	-7	-3	0.6	21	-10	-6	-1.7	-2	-3	3
COc1ccccc1S(=O)(=O)Cc1ccc(C(=O)NC2CCCCC2)o1	-4	-1	-0.9	4	nt	-6	-3.1	-5	-3	nt
O=c1[nH]cccc1-c1nc2ccccc2n1Cc1ccc(F)cc1	3	-2	0.7	1	-6	-1	0.3	-9	1	0
CN(C)c1ccc(C(=S)N2CCOCC2)cc1Br	0	-4	-0.3	5	nt	8	-1.3	nt	1	nt
COc1cc([N+](=O)[O-])cc([N+](=O)[O-])c1NC(=O)N1CCOCC1	-4	12	0.0	0	-12	-7	0.1	nt	3	-2
C[C@]12CCC(=O)C=C1[C@H](O)C[C@@H]1[C@@H]2[C@@H](O)C[C@@]2(C)[C@H]1CC[C@]2(O)C(=O)CO	3	-4	1.1	3	3	1	-0.5	-2	8	-3
Nc1nnc(SCC(=O)NCCNC(=O)CSc2nnc(N)s2)s1	0	-9	-1.1	4	4	2	0.6	-4	-5	-5
COc1ccc(C)cc1NC(=O)CN1CCN(S(=O)(=O)c2ccc(Cl)cc2)CC1	-5	5	-1.2	-6	-1	-7	-0.4	nt	-9	nt
OC[C@H](O)[C@H](O)[C@@H](O)[C@@H](O)[C@@H]1SC(c2ccccc2)=NN1c1ccccc1	nt	9	0.1	1	nt	1	0.2	22	2	2
C/C(Cn1cnc([N+](=O)[O-])n1)=N\NC(=O)c1ccccc1F	2	1	1.2	-1	17	3	-1.5	0	-1	8
CC(C)CC(=O)N(c1nnc(-c2cccnc2)s1)C1CCCC1	-1	-11	-0.1	1	nt	-14	-2.2	-5	1	1
CCCCOc1ccc(C(=O)N/N=C/c2cn[nH]c2-c2ccc(OC)c(OC)c2)cc1	0	8	-0.5	17	-15	?	-2.3	nt	-1	-5
Cc1nc(SCc2ccccc2C#N)n[nH]1	7	0	0.5	-2	12	1	0.9	nt	0	2
COc1cc(CN2CCN(Cc3ccc(C)cc3)C(CCO)C2)ccc1O (stereo unspecified)	1	-3	-0.7	-3	-7	-7	-0.4	nt	-1	0
CCOC(=O)C1C(C(=O)OC)=C(c2ccc(OC)cc2)c2ccc(OC)cc2N1S(=O)(=O)C(F)(F)F (stereo unspecified)	-4	-2	1.3	2	-5	-10	-0.2	-2	8.0*	nt
CCCC(=O)n1nc(-c2cccnc2)nc1N	2	2	0.1	-7	-15	-7	-2.5	-1	0	-4
O=C(NC1=NCCS1)C12CC3CC(CC(C3)C1)C2	-5	-5	0.6	2	-5	0	-0.2	5	5	0
C=CCn1c(=O)c(C(=O)OCC)c(O)c2ccccc21	-2	2	-0.6	8	1	-1	-1.2	3	-4	0
COc1ccc(C(=O)Nc2cc(C)on2)cc1OC	-1	-3	-2.1	5	14	-1	nt	-1	-3	0
O=C1CCCC(O)=C1N=Nc1ccc(C(=O)O)cc1	-14	-5	1.1	10	-4	-19	-2.0	-1	0	-4
CN(Cc1ccccc1)C(=O)CN(C1CCCCC1)S(C)(=O)=O	-3	-3	-0.1	0	9	-8	-1.4	1	4	4
O=C(CSc1ccccc1C(=O)O)NC1CCCCCC1	4	2	-2.9	-12	4	-4	-0.8	-10	5	-1
O=c1c2c(nc3nc(NCc4cccc(Cl)c4)[nH]n13)CCC2	nt	0	-0.1	-10	-1	7	-0.8	1	-2	-2
C=CCOc1ccc(/C=C/C(=O)OCC(=O)N2CCN(C(C)=O)CC2)cc1	-5	-21	0.9	4	-3	-4	1.1	nt	0	-4
NNc1ccc(Cl)c(C(=O)O)c1	-4	1	2.7	38	-1	3	-2.7	-1	5	7
COc1ccccc1NC(=O)Nc1nc(CC(=O)Nc2cccc(F)c2)cs1	-19	-6	-0.4	?	-4	12	-3.3	-4	3	-1
O=S(=O)(NC(=S)NC1CCCCC1)c1cccs1	-3	4	-0.8	9	-9	-2	1.6	-1	0	-1
CCOC(=O)C(C)Sc1ccc2nnc(CCNS(=O)(=O)c3ccc(C)cc3)n2n1 (stereo unspecified)	8	25	-2.4	-3	4	-3	-4.4	5	5	0
N#C/C(=C\c1ccc(OCc2cccc(C(=O)O)c2)cc1)C(=O)NCc1ccco1	-4	-4	1.0	-3	11	-7	-1.1	-10	0	39*
COc1ccc(CCNS(=O)(=O)c2ccccc2)cc1OC	3	1	-0.3	0	4	0	-0.8	1	3	nt
C[N+](C)(C)CCN1C(=O)CSC1=O	6	-4	-1.6	-3	1	2	-1.8	0	-2	2
CN1CCN(C(=O)C2CC(c3c(F)cccc3Cl)=NO2)CC1 (stereo unspecified)	2	-1	-3.1	0	4	-4	-1.0	0	1	nt
Cc1cc(-c2ccccc2)n2nc(C)c(-c3ccccc3)c2n1	-1	-2	0.3	-9	51	2	-0.5	-2	3	nt
Cc1ccc(C)c(Oc2cc(F)nc(N)n2)c1	-3	-5	0.7	6	-6	-5	-0.2	-22	2	-1
Cc1ccc2nc(NC(=S)NC(=O)c3cccs3)sc2c1	7	-13	1.1	1	21	1	0.2	-2	nt	nt

Filtered by structure, the compounds so far containing an NH in an aromatic ring (5)
SMILES	cardiac RTF act	Tat transport	CDK5 p35 inh	Rtt109 Vps75	MITF TRPM1 HTS	dFosB act	CAL PDZ FP-1	CAL PDZ FP-2	V-ATPase pHluor	Wnt act
COc1ccc(CNC(=O)[C@H](Cc2c[nH]c3ccccc23)NC(=O)[C@@H]2Cc3ccccc3CN2)cc1	10	-6	-1.4	-2	5	1	0.1	6	3	-1
O=c1[nH]cccc1-c1nc2ccccc2n1Cc1ccc(F)cc1	3	-2	0.7	1	-6	-1	0.3	-9	1	0
CCCCOc1ccc(C(=O)N/N=C/c2cn[nH]c2-c2ccc(OC)c(OC)c2)cc1	0	8	-0.5	17	-15	?	-2.3	nt	-1	-5
Cc1nc(SCc2ccccc2C#N)n[nH]1	7	0	0.5	-2	12	1	0.9	nt	0	2
O=c1c2c(nc3nc(NCc4cccc(Cl)c4)[nH]n13)CCC2	nt	0	-0.1	-10	-1	7	-0.8	1	-2	-2
